# HIV RNase H inh: inhibitors of HIV-1 reverse transcriptase RNase H; inhibition, % at 10 µM; 65,000 tested, 1.9% active; RT-RNase H RNA/DNA duplex cleavage, fluorescence; P04585; in the data active means inhibition above about 50%
# RmlCD inh mix: mixture blocks RmlC and RmlD coupled enzyme activity. AID 1532. inhibition, % at 5.5 µM. 110,000 tested, 0.39% active. RmlC/RmlD coupled enzyme inhibition, 384-well mixture HTS; in the data active means inhibition above about 30%, passing the limit was not always enough; inconclusive means no clear call, values can overlap the other calls; further: strong numbers were not always called active
# An asterisk follows results filed as active; ? = inconclusive; / = no result given. Only part of the results is shown, so the mix of outcomes need not match the whole.
SMILES,HIV RNase H inh,RmlCD inh mix
CCCCCn1c(C(Cc2ccccc2)NC(C)=O)nc2ccccc21 (stereo unspecified),/,6
COC1CCCCC1NS(=O)(=O)c1ccccc1 (stereo unspecified),1,-8
CN(Cc1ccccc1)C(=C(Cl)Cl)/C(=C1/NCCN1Cc1ccc(Cl)nc1)[N+](=O)[O-],/,-5
CCCCn1c(CN2CCN(C(=O)OCC)CC2)nc2c1c(=O)[nH]c(=O)n2C,4,-9
CCOc1ccc(-n2c(N)c(C(=O)NCC3CCCO3)sc2=S)cc1 (stereo unspecified),/,-5
COC(=O)C1CN(S(=O)(=O)c2ccc(C)cc2)CCN1S(=O)(=O)c1ccc(C)cc1 (stereo unspecified),-8,7
Cc1cccc(NC(=O)C23CCC(C)(/C(=N/O)C2)C3(C)C)c1 (stereo unspecified),7,8
O=C(NCC(=O)N(CC1CCCO1)C1(C(=O)NC2CCCCC2)CCCCC1)c1ccccc1 (stereo unspecified),/,8
Cn1c(=O)oc2cc(S(=O)(=O)NC3CCCCCCC3)ccc21,-20,-11
CC1(C)Cc2c(C#N)c(SCc3nc4ccccc4[nH]3)nc(N3CCOCC3)c2CO1,12,-16
Cc1nnc2n(Cc3ccccc3)c(=O)c3c4c(sc3n12)COC(C(C)C)C4 (stereo unspecified),4,-15
COc1cccc(N2C(=O)CC(N3CCC(C(N)=O)(N4CCCCC4)CC3)C2=O)c1 (stereo unspecified),14,-12
Cc1c(O)ccc(-c2[nH]ncc2-c2nc3ccccc3s2)c1O,/,-12
O=c1[nH]c(CN2CCC(c3nc4ccccc4s3)CC2)nc2sc3c(c12)CCC3,7,/
C[C@H](NC(=O)c1nc[nH]c1C(=O)N[C@@H](Cc1ccccc1)C(=O)OCc1ccccc1)c1ccccc1,/,3
COc1ccc2oc(=O)c(C(C)=O)cc2c1,/,-10
CC1CCCCC1NCC(=O)Nc1ccccc1-c1ccccc1 (stereo unspecified),/,7
O=C(OCC(=O)c1c[nH]c2ccccc12)c1ccco1,-45,1
Cc1cccc(-c2c3c(=O)n(C)c(=O)n(C)c3cn2-c2ccc(O)cc2)c1,-28,-25
c1ccc(Cn2c(CNc3nc4ccccc4n3CCN3CCCCC3)nc3ccccc32)cc1,/,3
CC(C)Oc1ccc(C(=O)O)c(C(=O)O)c1,/,10
Cc1ccc(C)c(-n2c(CNC(=O)c3ccco3)nnc2SCC(=O)Nc2nnc(C)s2)c1,4,-9
Cc1ccccc1Sc1ncnc2onc(C)c12,/,-13
Cc1ccc(NC(=O)C2CCCN(S(=O)(=O)c3cnc[nH]3)C2)c(Br)c1 (stereo unspecified),-7,12
C=CCn1c(C(CCC(C)C)CC(C)(C)O)n[nH]c1=S (stereo unspecified),/,40
Cn1c(=O)c2c(nc(Oc3ccc4ccccc4c3)n2C)n(C)c1=O,/,14
COc1ccc(OC)c(C2=Nn3c(nnc3-c3cccc(OC(C)C)c3)SC2)c1,6,-13
OCCCc1nc2n(n1)C(c1ccccc1)C=C(c1ccc(F)cc1)N2 (stereo unspecified),0,-6
COC(=O)c1[nH]c2ccc(C)cc2c1NS(=O)(=O)c1ccc(F)cc1,-13,-8
CC(=O)C1=C(C)NC(SCC(N)=O)=C(C#N)C1C (stereo unspecified),/,-4

# Part of the list above, tab-delimited:
SMILES	HIV RNase H inh	RmlCD inh mix
Cc1cccc(-c2c3c(=O)n(C)c(=O)n(C)c3cn2-c2ccc(O)cc2)c1	-28	-25
Cc1nnc2n(Cc3ccccc3)c(=O)c3c4c(sc3n12)COC(C(C)C)C4 (stereo unspecified)	4	-15
COC(=O)c1[nH]c2ccc(C)cc2c1NS(=O)(=O)c1ccc(F)cc1	-13	-8

# The list continues.
SMILES,HIV RNase H inh,RmlCD inh mix
CN(CC(=O)Nc1ccccc1C(=O)N1CCCC1)S(=O)(=O)c1ccc(Cl)cc1,/,-18
O=C(NCC1CCCO1)c1ccc(COc2ccc(F)cc2)o1 (stereo unspecified),-27,2
CCOC(=O)C1=C(C)Nc2nc(C)nn2C1c1ccc(OCC)c(OC)c1 (stereo unspecified),-11,/
COc1ccc(S(=O)(=O)N(CC(=O)N/N=C/c2cccs2)c2ccc(C)cc2)cc1OC,/,11
Cc1cc(N2C(=O)C3CCCN3C2c2ccccc2)no1 (stereo unspecified),-20,3
O=C(O)C1C2C=CC(C2)C1C(=O)NCc1ccccn1 (stereo unspecified),0,9
Cc1ccc(C)c(NC(=S)NNC(=O)c2sccc2C)c1,/,-6
CC(=O)c1c(O)c(C)c(-c2ccccc2)n(-c2ccccc2)c1=O,/,9
O=C(Nc1ccc(Cl)cc1)NC1(C(=O)NCCCN2CCOCC2)CCCCC1,-6,-13
COC(=O)CSc1nc2c(c(=O)n(C)c(=O)n2C)n1CCC(C)C,74*,-8
O=C(O)CCC(=O)NNC(=O)CCCOc1ccc(Cl)cc1Cl,/,1
CCN(C(=O)c1cccs1)c1nnc(-c2ccncc2)s1,-9,10
Cc1nc2sc(C(=O)O)c(N)c2c2c1COC(C)(C)C2,9,5
Cc1nnc(SCCC(C)C)[nH]c1=O,-8,-9
Cc1cc(NC(=O)CN2CCC(n3nnc4cc(C(F)(F)F)ccc43)CC2)no1,-3,-18
Cc1c(NC(=O)CSC2=C(C#N)C(c3ccccc3F)CC(=O)N2)c(=O)n(-c2ccccc2)n1C (stereo unspecified),-4,-13
Cc1ccc(-c2nnc(N3CCN(C(=O)CN4C(=O)c5ccccc5C4=O)CC3)c3ccccc23)cc1,13,4
COC(=O)C1(S(=O)(=O)C2(C(=O)OC)CCCC2)CCCC1,-7,2
O=C(c1ccc2snnc2c1)N1CCSCC1,12,13
CC[C@@H](C)C(NC(=O)OC(C)(C)C)c1cn([C@@H](Cc2cc3ccccc3[nH]2)C(=O)N2CCN(C(=O)OC(C)(C)C)CC2)nn1 (stereo partly specified),/,-13
O=C(COC(=O)[C@H](Cc1ccccc1)NC(=O)c1ccco1)NCc1ccccc1,/,-16
Cc1cc2ncn(C(=O)c3c(-c4ccccc4)noc3C)c2cc1C,2,19
CCOC(=O)N1CCN(C(=O)CN2C(=O)CC(C)(C)S(=O)(=O)c3ccccc32)CC1,-1,-27
O=P(N1CCCCC1)(N1CCCCC1)C(Cl)(Cl)Cl,/,10
COc1ccc(-n2nc(C(=O)N3CCC(C#N)CC3)c3c4ccccc4n(C)c3c2=O)cc1,-14,3
CCOC(=O)Cn1nnnc1C(CC)N(Cc1ccccc1)Cc1cc2cc(C)ccc2[nH]c1=O (stereo unspecified),/,7
CCOC(=O)c1ccc(NC(=O)C2CCN(S(=O)(=O)CC)CC2)cc1,-2,-35
Cc1ccc(C2CN=NC23CCc2ccccc2C3=O)cc1 (stereo unspecified),/,2
COc1cc(CC(=O)NCCc2ccc(OCc3ccccc3)cc2)c([N+](=O)[O-])cc1OC,/,-3
Cc1cccc(NC(=O)CC2Nc3cccc4cccc(c34)NC2=O)c1 (stereo unspecified),/,?

# Compounds above containing a COOH group (four):
SMILES,HIV RNase H inh,RmlCD inh mix
CC(C)Oc1ccc(C(=O)O)c(C(=O)O)c1,/,10
O=C(O)C1C2C=CC(C2)C1C(=O)NCc1ccccn1 (stereo unspecified),0,9
O=C(O)CCC(=O)NNC(=O)CCCOc1ccc(Cl)cc1Cl,/,1
Cc1nc2sc(C(=O)O)c(N)c2c2c1COC(C)(C)C2,9,5

# Carrying on.
SMILES,HIV RNase H inh,RmlCD inh mix
O=C(On1c(-c2ccccc2)nc2ccccc2c1=O)c1ccco1,-3,9
COc1ccc(CNS(=O)(=O)c2ccc3c(c2)CCN3C(=O)C2CC2)cc1,/,-1
COc1ccccc1-c1nnc(NC(=O)c2ccc(S(=O)(=O)N(C)C)cc2)o1,2,6
COc1cccc(-c2nc3n(n2)C(c2cccs2)C(C(=O)Nc2cccnc2)=C(C)N3)c1 (stereo unspecified),1,6
COc1cc(N)n(S(=O)(=O)c2ccc(C)cc2)n1,/,7
CCOC(=O)Nc1cccc(NC(=O)c2cc(OC)cc(OC)c2)c1,-13,6
COc1ccc(F)cc1S(=O)(=O)Nc1ccc(C)cc1,-12,-10
COC(=O)[C@@H](NC(=O)NCc1ccccc1F)C(C)C,/,6
OC(COCc1ccccc1)CN1CCCC1 (stereo unspecified),-8,-11
CC(=O)Nc1ccc(S(=O)(=O)Nc2cccc(NC(=O)C(C)(C)C)c2)cc1,0,-14
CC1(C)CC(=O)c2cnc(N3CCc4ccccc4C3)nc2C1,-6,7
O=C(COc1ccccc1)Nc1nonc1NC(=O)COc1ccccc1,/,-7
Oc1ccc2ccccc2c1C=NCc1cn2ccsc2n1,-11,1
CC[C@H](CO)NCCN[C@H](CC)CO,/,6
CCOc1ccccc1Oc1c(C)oc2cc(OC(=O)N3CCOCC3)ccc2c1=O,-17,13

# Compounds from the list above with an aryl thioether with sulfur outside any ring (five):
SMILES,HIV RNase H inh,RmlCD inh mix
CC1(C)Cc2c(C#N)c(SCc3nc4ccccc4[nH]3)nc(N3CCOCC3)c2CO1,12,-16
Cc1ccc(C)c(-n2c(CNC(=O)c3ccco3)nnc2SCC(=O)Nc2nnc(C)s2)c1,4,-9
Cc1ccccc1Sc1ncnc2onc(C)c12,/,-13
COC(=O)CSc1nc2c(c(=O)n(C)c(=O)n2C)n1CCC(C)C,74*,-8
Cc1nnc(SCCC(C)C)[nH]c1=O,-8,-9

# The results go on.
SMILES,HIV RNase H inh,RmlCD inh mix
COc1ccc(-n2nnnc2SCC(=O)Nc2nnc(C)s2)cc1OC,-3,3
COC(=O)C1=C[C@@H](C(=O)OC)[C@@H]2C3=C(C(=O)[C@]2(CC(C)C)NC(=O)c2ccccc2)[C@H](C)n2c(=O)n(-c4ccccc4)c(=O)n2[C@@H]3C1,/,6
O=C(CN1CCc2ccccc21)Nc1ccc2c(c1)OCO2,19,/
O=S(=O)(NCCNS(=O)(=O)c1cccs1)c1cccs1,-19,/
CCCCCCn1c(C(C)O)nc2ccccc21 (stereo unspecified),-10,-23
CCCC(=O)c1cc(F)c(N2CCN(CCC#N)CC2)cc1C,3,-15
COc1ccc(CCn2c(=N)c(C(=O)N3CCN(C)CC3)cc3c(=O)n4ccccc4nc32)cc1,-5,21
CCOC(=O)c1cnc(-c2cccc(OC)c2)[nH]c1=O,-8,-28
C=CCNC(=S)NNC(=O)c1ccc2c(c1)OCO2,/,-10
CCOC(=O)CCn1nc(-c2ccccc2)cc1N,0,-6
CCNc1nc(NCC)nc(OCCOC(C)=O)n1,/,-42
Cc1cc2ncc(-c3ccc(Cl)cc3)c(N)n2n1,-10,-4
O=C(Cc1cccs1)N1CCC(c2nc3c(nnn3Cc3ccc(F)cc3)c(=O)[nH]2)CC1,1,8
CCS(=O)(=O)Nc1cccc(C2=NN(S(=O)(=O)c3ccccc3)C(c3cccs3)C2)c1 (stereo unspecified),/,-7
Cc1cc(C)cc(CSCC(=O)N/N=C/c2ccc(OCC(=O)NCc3ccco3)cc2)c1,/,-9
O=C1c2ccccc2C(Nc2ccc3c(c2)OCCO3)N1c1ccc(Cl)cn1 (stereo unspecified),-4,-8
Cc1ccc(-c2cc(=O)[nH][nH]2)c(C)c1,-13,2
Cc1csc(C(C#N)C(=O)c2ccc(S(=O)(=O)N3CCCC3)cc2)n1 (stereo unspecified),5,-44
Cc1cc2c(c(=O)n1Cc1cccnc1)C(c1cccs1)C(C#N)=C(N)O2 (stereo unspecified),/,4
CN1CCN(Cc2cc(=O)oc3cc4c(cc23)CCC4)CC1,-6,-7
O=C(CC1CCCCC1)c1c(O)c2ccccc2oc1=O,-6,6
Cc1ccc(C(=O)OCC(=O)Nc2sc3c(c2C#N)CCCCC3)cc1NC(=O)c1ccco1,39,-14
CC(C)(C)c1ccc(C(=O)N/C(=C\c2cccs2)C(=O)NCc2ccco2)cc1,/,11
COc1ccc(CN2CNc3nc4ccccc4n3C2)cc1,/,-12
CS(=O)(=O)N1CCCC(C(=O)NCc2cccs2)C1 (stereo unspecified),-16,7
Cn1c(C(=O)N(Cc2ccccc2)Cc2ccccn2)cc2sccc21,8,-6
COc1ccc(C2=NN(C(=O)CSc3cn(C)c4ccccc34)C(c3ccc(OC)cc3)C2)cc1 (stereo unspecified),/,-5
Cc1cc(NS(=O)(=O)c2ccccc2)n(-c2ccccc2)n1,-1,1
O=C(NC1CCCCNC1=O)c1ccc(Cl)cc1 (stereo unspecified),-5,2
COc1ccccc1-n1cnc2cc(C(=O)NCc3ccco3)ccc21,-9,6
CCN(CCO)c1ncnc2c1sc1nc(C(C)C)c3c(c12)CC(C)(C)OC3,/,-5
COc1ccc(C(=O)N2CCCC(c3nc(-c4cccs4)no3)C2)cc1OC (stereo unspecified),-9,-10
O=C(CCN1CCc2ccccc2C(O)(c2ccccc2)C1)c1ccc2c(c1)OCCO2 (stereo unspecified),/,37
COC(=O)c1c(NC(=O)c2ccco2)sc(C(=O)N(C)C)c1C,/,-6
COC(C[C@@H]1O[C@@H]1[C@H](O)COCc1ccccc1)OC,/,-7
Nc1c(-c2ccccc2)cnn1-c1ccc(C(=O)O)cc1,/,-8
CC1CCN(Cc2nc3c(c(=O)n(C)c(=O)n3C)n2Cc2cccc3ccccc23)CC1,-2,/
Nn1nnc2ccccc21,/,6
COCOc1cc(O)c2c(=O)c(OCOC)c(-c3ccc(OCOC)c(OCOC)c3)oc2c1,/,5
COc1ccc(N(CC(=O)Nc2ccccc2C(=O)NCCc2ccccc2)S(C)(=O)=O)cc1OC,/,6
CS(=O)(=O)N(CC(=O)N1CCN(c2cccc(Cl)c2)CC1)C1CCCCC1,-4,-12
C=CCN1C(=O)C2(/C(=C(\O)c3ccc4c(c3)OCCO4)C(=O)C(=O)N2CCCOC)c2ccccc21 (stereo unspecified),4,-8
CN(C)c1ccc(CN(C(=O)COc2ccc(F)cc2)C2CCS(=O)(=O)C2)cc1 (stereo unspecified),-4,-11

# For reference, some entries already given.
SMILES,HIV RNase H inh,RmlCD inh mix
CCCCCn1c(C(Cc2ccccc2)NC(C)=O)nc2ccccc21 (stereo unspecified),/,6
COC1CCCCC1NS(=O)(=O)c1ccccc1 (stereo unspecified),1,-8

# Screening results from PubChem BioAssay.
